Source: PubChem BioAssay (National Center for Advancing Translational Sciences (NCATS))
TCR activator = activators of T cell receptors. primary human leukocytes, anti-CD3, IL-2 HTRF, 48 h. Potency, µM (top dose mostly 9.22 µM), without a hit: at the highest dose activation of IL-2 secretion, usual class: activators. 330,000 tested, under 10 active. AID 504894; further: % of control where 0% means no effect
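Primary human leukocytes incubated 48 hr with anti-CD3 beads plus compound, without co-stimulation. Secreted IL-2 measured by HTRF (europium cryptate/d2 anti-IL-2 pair, 320 nm excitation, 665 nm emission).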
TSG101-PTAP inh = blocks PTAP/TSG101 interaction to inhibit HIV-1 budding; Q99816; Fluorescence polarization, FITC-PTAP peptide / Tsg101 binding; Potency, µM (highest dose often 115 µM), inactives show at the top dose activity change, negative = inhibition, hits mostly inhibitors; 340,000 tested, under 10 active; active means well fitted inhibition curve with a large enough effect in the main read-out, with a control signal flat, not every such curve was filed as active; inconclusive means small, poorly fitted or top-dose-only effect, or effect the other way, or a change in a side signal; inactive means no such curve, though single readings can be large or run the other way; further: potency means the concentration at half of the fitted maximal effect; % of control where 0% means no effect
Target sequence (Q99816 whole entry, looked up): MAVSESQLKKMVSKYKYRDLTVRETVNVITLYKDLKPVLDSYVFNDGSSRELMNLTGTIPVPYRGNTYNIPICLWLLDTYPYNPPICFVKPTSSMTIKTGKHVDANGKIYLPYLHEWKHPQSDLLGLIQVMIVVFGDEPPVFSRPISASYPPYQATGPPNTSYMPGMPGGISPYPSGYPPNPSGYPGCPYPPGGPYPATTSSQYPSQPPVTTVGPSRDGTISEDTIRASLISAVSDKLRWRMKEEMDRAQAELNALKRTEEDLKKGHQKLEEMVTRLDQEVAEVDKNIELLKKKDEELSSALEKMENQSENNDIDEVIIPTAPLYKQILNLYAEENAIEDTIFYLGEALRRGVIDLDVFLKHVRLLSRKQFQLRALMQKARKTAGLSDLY
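Fluorescence polarization binding of Tsg101 binding domain (10 uM final) to FITC-labeled PTAP peptide (50 nM final) in HEPES pH 7.5 buffer with NaCl, Tween 20, EDTA, TCEP. Compounds added before peptide; binding 20 min at RT.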
BRCA1 expr act = increases BRCA1 expression | Potency, µM (series often up to 46.1 µM), for inactives: at the top dose activation, hits mostly activators | MCF7-BRCA1-FFLuc reporter, luminescence, 48 h; response scale: scaled: vehicle 0%, 10 µM genistein 100% | AID 624202 | actives 1.1% (n = 380,000); further: potency means the concentration at half of the fitted maximal effect; nearly all actives have a fitted effect of over 80% in size; some results filed as inactive show a strong effect at the top dose
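MCF7 cells carrying a BRCA1-firefly luciferase reporter (2000 cells/well, phenol-red free MEM) were attached for 2 h at 37 °C, then given compounds for 48 h. Luminescence was read 15 min after luciferase reagent; activity normalized to genistein (10 microM) and DMSO.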
ELG1 repair inh = blocks ELG1-dependent DNA repair in HEK293T cells | Potency, µM (top dose mostly 46.1 µM), for the others: at the highest dose activity change, negative = inhibition, hits mostly inhibitors | HEK293T ELG1-luciferase reporter, luminescence, 16 h; DNA damage induced by 5-fluorouridine | actives 2.3% (n = 330,000) | AID 504467; further: potency means the concentration at half of the fitted maximal effect; on the % scale 0 is the no-effect control and ±100 the full control effect; nearly all actives have a fitted effect of over 55% in size
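Overnight (16 hr) co-exposure of 2,000 cells/well to 5-fluorouridine and compound at 37 °C preceded detection. Luciferase was quantified via ONE-Glo luminescence; loss of signal denotes inhibition.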
p53 reactivation = re-activators of mutant p53. H1299 p53-A138V BP100-luciferase reporter, luminescence, 24 h. AID 504706. actives 0.063% (n = 320,000). Potency, µM (top dose mostly 92.2 µM), inactives show at the top dose activity change, positive = activation, most hits filed as activators; further: potency means the concentration at half of the fitted maximal effect; % of control where 0% means no effect; nearly all actives have a fitted effect of over 45% in size
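H1299 (p53-null), stable ts p53-A138V + BP100-Luc; 1000 cells/well, Opti-MEM/10% FBS; cpd 4 pt, 1:5; 24 h, 37 deg C, 5% CO2; detection reagent 10 min RT; luminescence.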
a7 integrin act = integrin-mediated muscular dystrophy alleviation activation; alpha7betagal myoblasts, beta-gal FDG fluorescence, 48 h; Potency, µM (titrated, usually from 38.3 µM), for the others: top-dose activation, usual class: activators; actives 0.064% (n = 350,000);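 further: potency means the concentration at half of the fitted maximal effect; 100% = response of the positive control SU9516; nearly all actives have a fitted effect of over 60% in size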
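alpha7betagal+/- myoblasts (passage 13, 250/well) treated 48 h at 37C with compounds at 1:260 dilution of DMSO stock. Lysed, then beta-galactosidase activity read as FDG fluorescence (ex 480/em 540) after 30 min, with pre-read for autofluorescence.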
MLL CXXC-DNA inh = inhibitors of human MLL CXXC domain-DNA interaction. Q03164. MLL-CXXC / FITC-HOXA9 DNA fluorescence polarization. Potency, µM (titrated, usually from 115 µM), inactives show top-dose activity change, negative = inhibition, actives largely listed as inhibitors. actives 0.037% (n = 290,000). AID 2662; active means well fitted inhibition curve with a large enough effect in the polarisation, with a control signal flat, not every such curve was filed as active; inconclusive means small, poorly fitted or top-dose-only effect, or effect the other way, or a change in a side signal; inactive means no such curve, though single readings can be large or run the other way; the % refers to the polarisation; further: potency means the concentration at half of the fitted maximal effect
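Steps: dispense CXXC domain solution (7 uM) → pin compounds or unlabeled HOX-A9 DNA control → 5 min ambient → add FLSN-HOX-A9 solution (50 nM) → spin → 30 min ambient → fluorescence polarization. Tris pH 7.5/NaCl/DTT/BSA buffer.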
A-T KAP1 phos = candidate therapy for ataxia-telangiectasia; AID 485349; […] A-T fibroblasts, KAP-1 phosphorylation AlphaLISA; neocarzinostatin DNA damage 30 min before lysis; Potency, µM (series often up to 57.5 µM), for inactives: at the highest dose activation, most hits filed as activators; actives 0.19% (n = 320,000); further: potency means the concentration at half of the fitted maximal effect; % of control where 0% means no effect; nearly all actives have a fitted effect of over 45% in size
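hTERT-immortalized A-T patient fibroblasts ([…]), 500 cells/well in OPTI-MEM, 1% FBS, got compounds for 60 min, then NCS for 30 min at 37C. Lysates were then assayed for phospho-KAP-1 by AlphaLISA (anti-pKAP1 donor, anti-KAP1 acceptor beads), 6 hr at 25C.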
B2AR arrestin = recruits beta-arrestin to the human beta2-adrenergic receptor | P07550 | beta-arrestin recruitment to beta2AR, cell-based reporter | Potency, µM (highest dose often 46.1 µM), for the others: at the highest dose activation, usual class: activators | actives 0.02% (n = 330,000) | AID 492947;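 further: potency means the concentration at half of the fitted maximal effect; 0% = DMSO controls and full agonism = EC100 isoproterenol or metaproterenol; nearly all actives have a fitted effect of over 65% in size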
Target sequence (P07550 whole entry, looked up): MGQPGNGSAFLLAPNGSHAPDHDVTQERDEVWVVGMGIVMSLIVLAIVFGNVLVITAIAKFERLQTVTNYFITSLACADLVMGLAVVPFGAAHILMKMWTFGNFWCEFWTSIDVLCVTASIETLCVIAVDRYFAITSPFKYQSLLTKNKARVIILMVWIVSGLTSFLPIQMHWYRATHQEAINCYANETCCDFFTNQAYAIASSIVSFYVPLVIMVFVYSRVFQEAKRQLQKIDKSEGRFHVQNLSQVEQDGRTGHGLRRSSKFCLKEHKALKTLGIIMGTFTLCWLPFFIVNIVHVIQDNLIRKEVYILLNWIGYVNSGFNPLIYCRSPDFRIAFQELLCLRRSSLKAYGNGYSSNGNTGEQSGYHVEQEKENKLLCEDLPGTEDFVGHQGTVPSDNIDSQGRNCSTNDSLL
TRPV1 ag = activates the human vanilloid receptor TRPV1; Q8NER1; TRPV1-expressing cells, Fluo-8 calcium influx, agonist mode; activation, % at 8.33 µM; actives 0.19% (n = 320,000); AID 540275; in the data active means activation above about 80%; inconclusive means between about 30% and that limit; further: 0% is about no effect
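TRPV1-expressing cells were cultured overnight at 35.5C and loaded with Fluo-8 calcium dye for 40 to 90 min at room temperature. After a 10 s baseline, compound was added and calcium influx was read kinetically for 3 min (ex 480/em 520 nm).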
Active calls of the source: *; ? = inconclusive; nt = not tested or not shown; [ ] = remark or other dose. Unless noted, the call rests on the fitted dose curve; in most records, active means well fitted curve in the direction sought with a large enough effect; inconclusive means small, poorly fitted or top-dose-only effect, or another doubt; inactive means no such curve, though single readings can be large; an effect the other way counts as inactive or inconclusive.

SMILES	TCR activator	TSG101-PTAP inh	BRCA1 expr act	ELG1 repair inh	p53 reactivation	a7 integrin act	MLL CXXC-DNA inh	A-T KAP1 phos	B2AR arrestin	TRPV1 ag
CN(CCO)CC(O)CN(c1ccccc1)c1ccccc1 (stereo not given)	0%	-6%	37%	14%	0%	-13%	-4%	4%	-0.2%	-8
COc1ccccc1C(=O)NC(=S)Nc1ccccc1N1CCCC1	nt	nt	nt	?	?	nt	31%	6%	-1.2%	5
O=C(O)CCNC(=O)C12CC3CC(CC(C3)C1)C2	-3%	-1%	-3%	7%	0%	-10%	0%	2%	0.2%	0
Clc1cccc(C2=NOC(c3nnc(-c4ccccc4)o3)C2)c1 (stereo not given)	-1%	0%	19%	14%	-1%	5%	-10%	27%	0.0%	12
O=C(c1ccccc1)N1CCC(O)(c2cccnc2)CC1	0%	-5%	-4%	nt	nt	20%	1%	nt	nt	-4
O=C1CCCc2c1cc(C(=O)NCCCN1CCOCC1)c(=O)n2-c1ccc(Cl)cc1	0%[46.1 µM]	1%	16%	11%	-3%	-7%	1%	3%	0.1%	-3
CCOCCCNC(=O)CN1C(=O)NC(Cc2c[nH]c3ccccc23)C1=O (stereo not given)	2%	1%	-1%	3%	0%	3%	5%	-13%	-0.3%	-1
CCC1=NN2C(=N)/C(=C\c3cccn3-c3ccc(OC)cc3)C(=O)N=C2S1	3%	-1%	-17%	?	1%	-7%	8%	-5%	0.0%	1
COC(=O)C1=C(O)/C(=C\c2sccc2C)N=C1C	0%[46.1 µM]	-2%	-10%	10%	?	0%	10%	-7%	0.8%	1
COc1ccc(/C(O)=C2/C(=O)C(=O)N(CCN(C)C)C2c2ccc(OC)c(OC)c2)c(C)c1 (stereo not given)	0%	-6%	-15%	-5%	-7%	-17%	-1%	-2%	-0.4%	-1
Cc1ccc(OC(=O)c2sc(Cl)nc2C)cc1C	0%[46.1 µM]	-6%	-16%	2%	21%	-18%	7%	-5%	0.5%	1
Cc1ccc(N2C(=O)C(Cl)=C(N3CCCCCC3)C2=O)c(C)c1	-1%	2%	1%	-6%	3%	-34%	3%	14%	0.0%	4
C=CCN(CC(=O)Nc1cccnc1)S(=O)(=O)c1ccc(Cl)cc1	-3%	-7%	-19%	-4%	-4%	14%	nt	9%	-0.3%	nt
Cn1ccnc1-c1nnn(-c2ccc(F)cc2)n1	3%	-5%	94%	nt	nt	-6%	nt	nt	nt	nt
CC(=O)c1ccc(OC(=O)Oc2ccc(C(C)=O)cc2)cc1	3%	-9%	7%	nt	nt	31%	nt	nt	nt	nt
CN(C)CCCN(C(=O)c1cccs1)c1nc(-c2ccccc2)cs1	-1%	-8%	12%	3%	2%	-50%[inhibitor]	10%	-2%	-0.6%	3
Cc1ccc(S(=O)(=O)N2CCN(CC(=O)Nc3ccc(N4CCOCC4)cc3)CC2)cc1C	0%[46.1 µM]	-3%	-9%	0%	-6%	24%	1%	-4%	-0.3%	6
C[C@H](CO)N1C[C@H](C)[C@@H](CN(C)S(=O)(=O)c2cccs2)Oc2c(NC(=O)c3ccncc3)cccc2C1=O	-7%	1%	3%	?	-1%	-9%	nt	7%	-0.1%	nt
CN(Cc1ccccc1)C(=O)COC(=O)c1ccccc1NS(=O)(=O)c1cccc(N)c1	0%[46.1 µM]	-6%	-24%	-25%	-6%	-3%	-6%	6%	-0.5%	0
Cc1ccccc1NC(c1cccc(Cl)c1)c1nnnn1C1CCCCC1 (stereo not given)	2%[46.1 µM]	1%	-12%	?	4%	7%	1%	6%	-0.7%	10
Cc1cccc(N2CCN(Cc3nc(C4CC4)no3)CC2)n1	-3%	2%	18%	?	0%	14%	-9%	15%	-0.2%	2
CO/N=C(/CNC(=O)c1ccc(F)cc1)c1ccc(Cl)cc1	-4%	-3%	-16%	2%	0%	18%	-1%	0%	0.4%	?
Cc1ccc(CNC(=O)CSc2nnc3c(n2)[nH]c2ccccc23)cc1	9%	0%	-20%	?	-1%	-4%	5%	1%	-0.4%	-1
Cn1c(SCC(=O)N(Cc2ccccc2)C(C)(C)C)nc2ccccc21	-2%	1%	-7%	-20%	3%	12%[7.66 µM]	5%	0%	0.1%	?
CC(=O)Nc1nonc1NC(=O)CSc1ccccn1	2%	-5%	7%	-1%	0%	-25%	-11%	-1%	-1.8%	2

Brought forward from above: five entries; new compounds follow.
SMILES	TCR activator	TSG101-PTAP inh	BRCA1 expr act	ELG1 repair inh	p53 reactivation	a7 integrin act	MLL CXXC-DNA inh	A-T KAP1 phos	B2AR arrestin	TRPV1 ag
Cc1cccc(N2CCN(Cc3nc(C4CC4)no3)CC2)n1	-3%	2%	18%	?	0%	14%	-9%	15%	-0.2%	2
CO/N=C(/CNC(=O)c1ccc(F)cc1)c1ccc(Cl)cc1	-4%	-3%	-16%	2%	0%	18%	-1%	0%	0.4%	?
Cc1ccc(CNC(=O)CSc2nnc3c(n2)[nH]c2ccccc23)cc1	9%	0%	-20%	?	-1%	-4%	5%	1%	-0.4%	-1
Cn1c(SCC(=O)N(Cc2ccccc2)C(C)(C)C)nc2ccccc21	-2%	1%	-7%	-20%	3%	12%[7.66 µM]	5%	0%	0.1%	?
CC(=O)Nc1nonc1NC(=O)CSc1ccccn1	2%	-5%	7%	-1%	0%	-25%	-11%	-1%	-1.8%	2
O=C(OCC#CCSc1nnc(-c2ccccc2)o1)c1cccs1	0%	-2%	7%	?	12%	-31%	59%[activator]	-1%	0.0%	15
CCC(CO)N=CC1=C(O)C(C(=O)c2ccccc2)CCC1=O (stereo not given)	-1%	-5%	-19%	13%	4%	-9%	-1%	-6%	-0.3%	7
CCC(C)NC(=O)CCCc1ccccc1 (stereo not given)	4%	-1%	84%	?	12%	-11%	-4%	3%	0.0%	2
O=c1c2sccc2nc(SCc2cc(=O)n3cc(Cl)ccc3n2)n1Cc1ccccn1	-20%	0%	?	?	5%	11%	-3%	3%	-0.3%	-2
O=[N+]([O-])c1ccc(N=Cc2ccc(Br)c([N+](=O)[O-])c2)cc1	1%[46.1 µM]	-4%	-59%	1%	?	-50%[inhibitor]	-4%	-3%	-0.2%	2
CCc1nc2sc3ccccc3c(=O)c2c(=O)n1Cc1ccc(OC)cc1	-4%	0%	-5%	22%	2%	20%	20%	-2%	-0.5%	1
O=C(O)c1cc(N2N=C(C(F)(F)F)/C(=C/C=C/c3ccco3)C2=O)ccc1Cl	0%	-1%	2%	-2%	0%	5%	14%	3%	-0.4%	1
CCCCC[C@H]1CN(CCCC)C(=O)[C@@H]1CC(=O)NCc1ccc(OC)cc1	-11%	0%	-2%	-5%	9%	-37%	-15%	-1%	2.8%	?
COc1cc(OC)c(S(=O)(=O)Nc2ccc(C(=O)N3CCCC3)cc2)cc1NC(C)=O	-3%	-1%	28%	3%	0%	2%	-1%	11%	-0.1%	5
COC(=O)CCCC1=CC2=CC(=O)C(C)(OC(=O)c3cccs3)C(=O)C2=CN1C1CCCC1 (stereo not given)	-7%	0%	4%	19%	3%	-25%	-9%	-6%	-0.7%	1
CCOc1ccccc1/C=C/c1onc(C)c1S(=O)(=O)N1CCC(C(=O)NC)CC1	-7%	-3%	8%	?	3%	26%	nt	1%	-0.1%	23
COc1ccc(N(CC(=O)NCCC2=CCCCC2)S(=O)(=O)c2ccccc2F)cc1	-1%	1%	0%	-1%	4%	-6%	?	50%	0.4%	12
C(=NCCCN1CCOCC1)c1ccc2c(c1)OCO2	1%	-4%	1%	5%	11%	4%	-17%	-1%	0.1%	-1
O=C(COc1ccc(-c2nnco2)cc1)NCc1ccccc1Cl	-2%[46.1 µM]	-1%	-3%	13%	4%	18%	8%	3%	-0.4%	2
O=C(N/C(=C/c1cccnc1)C(=O)N1CCCCCC1)c1cccc(Br)c1	-2%	-5%	-4%	2%	7%	-14%	11%	4%	-0.6%	23
O=C(NCC1CCCO1)C(c1ccc(F)cc1)N(Cc1ccc(F)cc1)C(=O)Cn1nnc(-c2cccs2)n1 (stereo not given)	-6%[46.1 µM]	-6%	-21%	-1%	12%	-9%	2%	-2%	4.9%	6
Fc1ccc2cc(CCO[C@H]3CCCCO3)ncc2c1	-4%	0%	?	?	13%	-7%	nt	8%	0.3%	nt
